# Screening data deposited in PubChem BioAssay by National Center for Advancing Translational Sciences (NCATS).
# HP1b binding inh = inhibitors of HP1-beta chromodomain binding to methylated histone tails | P83916 | AlphaScreen HP1-beta / biotin-H3K9me3 peptide binding | Potency, µM (top dose mostly 114 µM), inactives show top-dose activity change, negative = inhibition, usual class: inhibitors | actives 0.56% (n = 390,000); further: potency means the concentration at half of the fitted maximal effect; nearly all actives have a fitted effect of over 70% in size; inactives centre near 23
#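 HP1-beta protein (50 nM final) preincubated 30 min at room temperature with biotinylated H3(1-18)K9me3 peptide (50 nM) in PBS pH 7.4, 0.01% Tween-20, then compound added for 30 min. AlphaScreen streptavidin donor/nickel chelate acceptor beads (10 ug/mL final), 30 min dark, luminescence read.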
# G9a block = G9a (human) methyltransferase inhibition | Q96KQ7 | Potency, µM (highest dose often 102 µM), for inactives: at the top dose activity, negative = inhibition, most hits filed as inhibitors | actives 8.8% (n = 350,000) | G9a H3K9 monomethylation, AlphaScreen, 2 h | AID 504332; further: potency means the concentration at half of the fitted maximal effect; on the % scale 0 is the no-effect control and ±100 the full control effect; nearly all actives have a fitted effect of over 75% in size
#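 AlphaScreen detection with an anti-monomethyl H3K9 antibody quantified product after a 2 h room-temperature reaction containing 500 nM biotinylated H3K9 peptide, 20 µM SAM and 20 nM enzyme, which had been preincubated 15 min with compound.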
# RGS4 inhibitor = human RGS4 inhibition; P49798; Transcreener GDP fluorescence polarization, RGS4-accelerated GTP hydrolysis; Potency, µM (series often up to 114 µM), for inactives: at the top dose activity change, negative = inhibition, most hits filed as inhibitors; actives 0.039% (n = 390,000); further: potency means the concentration at half of the fitted maximal effect; on the % scale 0 is the no-effect control and ±100 the full control effect; nearly all actives have a fitted effect of over 75% in size; some results filed as inactive show a strong effect at the top dose
#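 MLSMR compounds (23 nl, pin-transferred) preincubated 10 min at room temperature with a 500nM (2x) first reagent, then RGS4 at 900nM (2x) plus Transcreener GDP mix added; fluorescence polarization (620/688 nm) read before and after 90 min at 30 °C.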
# ERG-DNA inh = inhibitors of human ERG Ets domain-DNA interaction; P11308; fluorescence polarization, His-ERG Ets domain / labelled DNA; Potency, µM (highest dose often 76.9 µM), inactives show at the highest dose FP activity, negative = inhibition, most hits filed as inhibitors; actives 0.028% (n = 370,000); active means well fitted inhibition curve with a large enough effect in the polarisation, with a control signal flat; inconclusive means small, poorly fitted or top-dose-only effect, or effect the other way, or a change in a side signal; inactive means no such curve, though single readings can be large or run the other way; the % refers to the polarisation;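 further: polarization taken with two DNA probes labelled with fluorescein and Texas red; potency means the concentration at half of the fitted maximal effect; % of control where 0% means no effect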
#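 His-tagged ERG Ets domain (1 uM in the protein solution; 300mM KCl, 50mM Tris-HCl, 1mM EDTA, 1mM DTT, pH 7.5) received compound, then a probe mix of 5 nM fluorescein-DNA and 100nM Texas-615-DNA. Fluorescence polarization was read for both dyes.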
# PI4K2A block = inhibitors of human PI4K2A. Q9BTU6. purified PI4K2A, ADP-Glo luminescence, 1 h; hits give low values. activity change, negative = inhibition, % at 76.9 µM. actives 0.13% (n = 420,000); in the data active means activity change below about -50%; inconclusive means mostly about -30% to -49%;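 further: -100% = wells without enzyme as full effect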
# Target sequence (Q9BTU6 whole entry, looked up): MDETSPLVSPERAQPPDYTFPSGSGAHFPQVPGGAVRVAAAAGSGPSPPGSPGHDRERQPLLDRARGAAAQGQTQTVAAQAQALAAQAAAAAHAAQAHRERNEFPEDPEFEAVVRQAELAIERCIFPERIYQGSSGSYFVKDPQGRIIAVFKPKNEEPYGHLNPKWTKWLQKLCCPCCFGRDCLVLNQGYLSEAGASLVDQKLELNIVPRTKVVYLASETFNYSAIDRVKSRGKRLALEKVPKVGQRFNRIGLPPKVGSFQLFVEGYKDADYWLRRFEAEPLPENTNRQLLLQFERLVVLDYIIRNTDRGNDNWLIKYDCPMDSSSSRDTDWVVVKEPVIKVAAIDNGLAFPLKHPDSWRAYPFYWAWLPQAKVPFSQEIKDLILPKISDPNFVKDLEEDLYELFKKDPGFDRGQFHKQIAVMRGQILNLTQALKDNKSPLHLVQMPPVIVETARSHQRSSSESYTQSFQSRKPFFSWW
#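 PI4K2A activity was measured by ADP-Glo luminescence: enzyme (4 ug/mL stock) and phosphatidylinositol (1.2 mM stock) in Tris pH 7.5/MgCl2/EGTA/Triton X-100 buffer were reacted with ATP (300 microM stock) for one hour at ambient temperature.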
# JMJD2A Tudor inh = JMJD2A Tudor domain (human) inhibition. O75164. AlphaScreen JMJD2A-Tudor / H3K4me3 peptide binding. Potency, µM (series often up to 114 µM), for the others: at the top dose activity change, negative = inhibition, actives largely listed as inhibitors. actives 4.4% (n = 390,000). AID 504339; further: potency means the concentration at half of the fitted maximal effect; on the % scale 0 is the no-effect control and ±100 the full control effect; nearly all actives have a fitted effect of over 50% in size
# ALOX12 inh = blocks human arachidonate 12S-lipoxygenase | purified 12hLO, xylenol orange hydroperoxide absorbance | actives 1.1% (n = 580,000) | P18054 | Potency, µM (top dose mostly 108 µM), for the others: top-dose activity change, negative = inhibition, usual class: inhibitors | AID 1671190; further: potency means the concentration at half of the fitted maximal effect; on the % scale 0 is the no-effect control and ±100 the full control effect
# Target sequence (P18054 whole entry, looked up): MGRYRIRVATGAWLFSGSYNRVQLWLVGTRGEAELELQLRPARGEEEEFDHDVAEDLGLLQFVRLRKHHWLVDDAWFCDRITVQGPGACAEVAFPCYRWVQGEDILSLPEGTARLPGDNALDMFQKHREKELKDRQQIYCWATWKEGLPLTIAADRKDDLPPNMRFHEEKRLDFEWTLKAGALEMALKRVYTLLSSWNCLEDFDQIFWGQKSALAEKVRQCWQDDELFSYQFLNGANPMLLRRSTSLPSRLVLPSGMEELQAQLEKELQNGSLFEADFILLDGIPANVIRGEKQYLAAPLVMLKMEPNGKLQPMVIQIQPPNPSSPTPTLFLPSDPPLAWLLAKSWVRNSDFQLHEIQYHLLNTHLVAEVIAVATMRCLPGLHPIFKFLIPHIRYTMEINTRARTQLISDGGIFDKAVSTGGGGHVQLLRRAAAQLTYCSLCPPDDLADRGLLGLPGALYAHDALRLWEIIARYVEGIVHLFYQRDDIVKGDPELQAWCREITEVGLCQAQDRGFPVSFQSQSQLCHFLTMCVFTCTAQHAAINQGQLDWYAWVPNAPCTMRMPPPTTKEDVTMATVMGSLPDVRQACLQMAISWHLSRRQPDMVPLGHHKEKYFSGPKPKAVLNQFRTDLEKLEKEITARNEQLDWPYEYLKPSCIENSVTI
#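 Purified human 12hLO (150 nM final) in 25 mM Hepes, 0.01% Triton X-100, pH 7.0 was preincubated 15 min at room temperature with compound. Then 40 uM arachidonic acid was added, 30 min. Hydroperoxide was read by Fe-XO absorbance ratio 573/405 nm.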
# GLS inhibitor = inhibitors of human glutaminase (GLS); O94925; GLS enzymatic activity, qHTS titration; AID 624170; Potency, µM (doses to about 45.5 µM), inactives show top-dose activity change, negative = inhibition, hits mostly inhibitors; actives 0.21% (n = 410,000); further: potency means the concentration at half of the fitted maximal effect; on the % scale 0 is the no-effect control and ±100 the full control effect
#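 Human kidney-isoform GLS in 45 mM KH2PO4 pH 8.2, 0.02% Tween-20, with compound, started with 1mM L-Glutamine (added stock). Glutamate oxidase/HRP/Amplex red coupled fluorescence read at start and after 30 min at RT.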
# BAZ2B inh = BAZ2B (human) inhibition | AID 504333 | Q9UIF8 | AlphaScreen BAZ2B-H3K14Ac peptide displacement | Potency, µM (series often up to 114 µM), without a hit: at the top dose activity change, negative = inhibition, actives largely listed as inhibitors | actives 4.4% (n = 360,000); further: potency means the concentration at half of the fitted maximal effect; on the % scale 0 is the no-effect control and ±100 the full control effect; nearly all actives have a fitted effect of over 60% in size
#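 Inhibition is scored as reduced AlphaScreen emission. The BAZ2B/b-H3(5-23)K14Ac complex (50 nM each) in PBS pH 7.4, 0.01% Tween-20 meets compound (up to 110 uM) for 30 min at RT before bead addition.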
# Active calls of the source: *; ? = inconclusive; / = not tested or not shown; & = joins results of further samples; [ ] = remark or other dose. Unless noted, the call rests on the fitted dose curve; in most records, active means well fitted curve in the direction sought with a large enough effect; inconclusive means small, poorly fitted or top-dose-only effect, or another doubt; inactive means no such curve, though single readings can be large; an effect the other way counts as inactive or inconclusive.
SMILES,HP1b binding inh,G9a block,RGS4 inhibitor,ERG-DNA inh,PI4K2A block,JMJD2A Tudor inh,ALOX12 inh,GLS inhibitor,BAZ2B inh
O=C(NCC1CCCO1)NC12CC3CC(CC(C3)C1)C2 (configuration not stated),20%,-12%[59 µM],-1%,/,2,-13%,2%,5%,10%
Cc1ccc(S(=O)(=O)N2CCOC2CNC(=O)C(=O)NCc2ccccc2)cc1 (configuration not stated),26%,29%,-4%,-2%,1,-1%,-7%,6%,-30%
O=S(=O)(c1ccc(-c2ccccc2)cc1)N1CCOCC1,30%&14%,15%[59 µM],-4%&16%,2%,-4,-19%&3%,-8%,2%,-5%
Cc1ccc(-n2ncc3c(=O)n(CC(=O)N4CCN(c5ccccc5)CC4)cnc32)cc1,22%,-9%,-2%,7%,-2,-10%,-5%,22%,-19%
CC(C)CN1CCN(Cc2ccc(CN3CCCCC3)s2)CC1CCO (configuration not stated),29%,?,8%,-2%,-2,-8%,-1%,4%,5%
O=C(Nc1ccncc1)c1ccccc1Cl,46%[activator],3%,6%,-2%,-7,-5%,41%[activator],-1%,-1%
COc1cc(NC(=O)COC(=O)CNC(=O)c2cc(C)cc(C)c2)c(C)cc1[N+](=O)[O-],31%,-20%,-2%,3%,1,-22%,-3%,-5%,?
CC(NC(=O)C1CCN(C(=O)c2cccs2)CC1)c1ccc(S(N)(=O)=O)cc1 (configuration not stated),-13%,10%[12.7 µM],-4%,-1%,5,-24%,0%,-10%,1%
O=C(N/N=C/c1ccc[nH]1)c1cccc([N+](=O)[O-])c1,17%,16%[59 µM],4%,1%,-3,-9%,31%[activator],6%,-17%
COC(=O)C1=C(N)Oc2cc(C)n(Cc3ccccc3)c(=O)c2C1c1ccccc1 (configuration not stated),0%,?,21%,-6%,3,-24%,?,/,-33%

# Structures shown so far that contain a nitro group on carbon, in the order listed:
SMILES,HP1b binding inh,G9a block,RGS4 inhibitor,ERG-DNA inh,PI4K2A block,JMJD2A Tudor inh,ALOX12 inh,GLS inhibitor,BAZ2B inh
COc1cc(NC(=O)COC(=O)CNC(=O)c2cc(C)cc(C)c2)c(C)cc1[N+](=O)[O-],31%,-20%,-2%,3%,1,-22%,-3%,-5%,?
O=C(N/N=C/c1ccc[nH]1)c1cccc([N+](=O)[O-])c1,17%,16%[59 µM],4%,1%,-3,-9%,31%[activator],6%,-17%

# (further entries)
SMILES,HP1b binding inh,G9a block,RGS4 inhibitor,ERG-DNA inh,PI4K2A block,JMJD2A Tudor inh,ALOX12 inh,GLS inhibitor,BAZ2B inh
N#Cc1ccccc1Oc1ccccc1C=O,43%[activator],11%,8%[56.9 µM],-19%,2,-10%,-5%,12%,-4%
CCOc1ccc(NC(=O)CC2C(=O)N(c3ccc(OC)cc3)C(=O)N2CCc2cccs2)cc1 (configuration not stated),4%,-2%[59 µM],-7%,/,-1,-20%,-4%,11%,-1%
CCCNC(=O)CSc1nc2ccc(OCC)cc2s1,62%[activator],3%,-11%,15%,-2,-5%,22%,-13%,-4%
COc1ccc(NC(=O)c2ccc(OC(F)F)cc2)cc1Cl,16%,4%[59 µM],-39%,5%,-16,-13%,-4%,6%,-9%
COc1ccc(C(=O)NNC2=NS(=O)(=O)c3ccccc32)cc1OC,24%,8%,6%,1%,-2,-4%,20%,10%,?
CCN(C(=O)N(CC)c1ccccc1)c1ccccc1,45%[activator],-28%[0.501 µM],10%,17%,2,5%,9%,0%,2%
O=C(Cc1cccs1)Nc1cccc(C(=O)Nc2ccco2)c1,30%,-37%[59 µM],-37%,0%,-4,-6%,0%,-6%,1%
O=C(CN1C(=O)S/C(=C\c2ccc(O)c([N+](=O)[O-])c2)C1=O)Nc1ccc(N2CCOCC2)cc1,?,-3%[0.501 µM],3%,-1%,3,56µM*,-5%,?,45µM*
CCOc1ccc(C2C(C(N)=O)=C(C)Nc3ncnn32)cc1OC (configuration not stated),22%,-5%[2.33 µM],39%,-5%,-4,-5%,-30%,12%,-2%
O=C(COc1ccc([N+](=O)[O-])cc1)Nc1cc(C(=O)O)cc(C(=O)O)c1,-1%,-1%,-17%,-10%,0,-18%[57.1 µM],?,-7%,3%
CN(/N=C/c1cccnc1)C1=NS(=O)(=O)c2ccccc21,22%[57 µM],?,?,-9%,0,-10%,-28%,-7%,-7%
CCOC(=O)N1CCC(Nc2ncnc3c2cnn3-c2ccccc2)CC1,14%,6%[59 µM],6%,5%,3,-25%,10%,1%,9%
Cc1ccccc1CS(=O)(=O)c1ccc(C(=O)N2CCC(C)CC2)cc1[N+](=O)[O-],5%,-30%,-19%,-2%,6,-7%,0%,0%,-20%
O=C(Nc1ccc(N2CCOCC2)cc1)c1nc2ccccc2s1,31%,15%,4%,-2%,-19,-6%,14%,0%,-22%
Cc1ccc(C)c(NC(=O)N2CCc3cc(S(=O)(=O)N4CCC(C)CC4)ccc32)c1,22%,1%[59 µM],17%,-6%,4,-11%,?,3%,-2%
COc1ccc(OC)c(C2C3=C(CCCC3=O)Nc3c2c(=O)n(C)c(=O)n3C)c1 (configuration not stated),0%,-2%[12.7 µM],-13%,0%,2,-21%,-13%,2%,-1%
CCOc1cc(NC(=O)c2ccccn2)c(OCC)cc1NC(=O)c1ccccc1,55%[activator],-2%,-15%,-1%,3,1%,1%,1%,-1%
CCN(CC)C(=O)Nc1c(C)n(C)n(-c2ccccc2)c1=O,14%,15%[59 µM],5%,3%,8,3%,393%[activator],21%,6%
O=C(NCc1ccccc1Cl)c1cnc(N2CCCCC2)c2ccccc12,32%[57 µM],39%[activator][59 µM],-5%,7%,2,18%,?,-3%,20%
Cc1ccc(/C=C/c2ccc(=O)n(Cc3ccccc3Cl)n2)cc1,99%[activator],80%[activator][59 µM],0%,5%,1,35%,0%,4%,57%[activator]
O=C(c1ccc(Cl)cc1)N1CCC(=O)N(C(CO)Cc2ccccc2)CC1 (configuration not stated),22%,/,-15%,-4%,-3,-9%,15%,18%,/
Cc1occc1C(=O)N/N=C/c1ccc(OCc2ccccc2)cc1,24%,-25%,13%,5%,-5,-26%,0%,0%,-14%
COc1ccc(C(C#N)N2CCCCC2)cc1OC (configuration not stated),10%,-47%[59 µM],12%,/,-1,-8%,19%,-4%,-15%
CCOCCCN1C(=O)CN(C2CCCCCC2)C(=O)C1c1ccc(OC)cc1 (configuration not stated),16%,-2%,-2%,-21%,3,1%,4%,1%,1%
CCC(C(=O)OCC(=O)N(C)c1c(N)n(Cc2ccccc2)c(=O)[nH]c1=O)c1ccccc1 (configuration not stated),13%,?,-3%,2%,2,-6%,-16%,4%,-13%
NS(=O)(=O)c1ccc(N2C(=O)C3CC=CCC3C2=O)cc1 (configuration not stated),25%,?,14%,4%,-2,-16%,-6%,-5%,-14%
COc1ccc(CCNC(=O)COC(=O)/C=C/c2cccs2)cc1,48%[activator],8%,-21%,11%,2,2%,-1%,-11%,17%
CN(C)S(=O)(=O)c1cccc(NC(=O)COC(=O)/C=C/c2ccc3c(c2)OCO3)c1,23%,-1%,11%,-4%,-9,-13%,8%,-4%,-21%
CC1(C)C(c2ccccc2)=NC(c2ccc(F)cc2)N1O (configuration not stated),23%,43%[12.7 µM],-7%,4%,2,-5%,5%,14%,0%
Cc1ccc(C)c(S(=O)(=O)N2CCN(CC(=O)Nc3sccc3C#N)CC2)c1,18%,4%,-41%,6%,-6,-13%,-1%,4%,1%
CCN(c1ccccc1)S(=O)(=O)c1ccc(NC(=O)c2cc(=O)c3c(C)cc(C)cc3o2)cc1,22%,4%[59 µM],13%,10%,-3,-16%,-2%&-26%,6%,-24%
CCn1cc(CCC(=O)NC(C)c2ccccc2)c2ccccc21 (configuration not stated),9%,-5%,-10%,-1%,3,-18%,?,-17%,-5%
Cc1ccc(C)c(CNC(=O)CN2C(=O)CSc3ccc(S(=O)(=O)N(C)C)cc32)c1,9%,-6%[59 µM],9%,-1%,6,-20%,-25%,-18%,1%
CC(=O)N1CCN(C(=O)c2cccc(NS(=O)(=O)c3ccc(Br)cc3)c2)CC1,13%,22%[12.7 µM],18%,-7%,-1,-16%,3%,1%,7%
CC1CC(C)CN(CCCNC(=O)COc2cc(=O)n(C)c3ccccc23)C1 (configuration not stated),25%,6%[59 µM],-16%,-9%,6,1%,-14%,0%,14%
CCOc1ccccc1CNC(=O)c1cn(C)c(=O)c2c1c1ccccc1n2C,45%[activator],-3%[59 µM],15%,4%,-4,-6%,-15%,-3%,-19%
NCCCC[C@H]1CN=C(N)N1CCCCC1CCCCC1,60%[activator],/,-12%,-8%,-3,-8%,-1%,-2%,/
CCCCN(C(=O)Cc1cccc(F)c1)c1c(N)n(CCC)c(=O)[nH]c1=O,27%,17%,-5%,-4%,4,-10%,?,1%,-8%
O=C(NCc1nc(-c2ccccc2)no1)c1ccco1,11%,-3%[59 µM],14%,5%,1,-19%,-16%,-10%,-2%
Cc1ccc(NC(=O)C2CCCN(c3ncnc4c3nc3n4CCCCC3)C2)nc1 (configuration not stated),51%[activator],/,11%[11.4 µM],8%,-2,-14%,-10%,-4%,22%
CCc1ccc(CNC(=O)c2cc3c(s2)-c2ccccc2OC3)cc1,28%,13%[59 µM],-21%,-2%,2,-25%,-2%,10%,-17%
Cc1ccc(C(=O)OCC(=O)NC2CCCCC2)o1,26%,22%[12.7 µM],-7%,-1%,2,-10%,2%,8%,-13%

# The list is partial; the hit share may differ from the screen's.
